# LYPLA2 inh – LYPLA2 inhibitors, primary screen, counter-screen for PME1 inhibitor project, biochemical, fluorescence polarization, FP-Rh probe ABPP; 0.38% of 320,000 active; recombinant LYPLA2; AID 2177, 2009; inhibition, % at 5.9 µM;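 active = inhibition above the screen-wide mean plus 3 SD, limit set per campaign, cut at about 26% in these data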;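 note: 0% = LYPLA2 with DMSO and 100% = wells lacking LYPLA2 enzyme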
# PAFAH1B2 FP inh – PAFAH1B2 enzyme inhibitors, primary screen, biochemical, fluorescence polarization, human | Platelet-activating factor acetylhydrolase IB subunit alpha2 (Homo sapiens), P68402 | recombinant PAFAH1B2, FP-rhodamine activity probe | inhibition, % at 3.39 µM | 1.2% of 340,000 active | AID 492953, 2010;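 active = inhibition above the mean of all tested compounds plus 3 SD, cut at about 24% in these data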;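 note: 0% = enzyme with DMSO and 100% = wells lacking PAFAH1B2; many of its hits are not listed in these tables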
# PAD4 FP inh – human PAD4 inhibitors, primary screen, biochemical, fluorescence polarization, 1536-well format. Protein-arginine deiminase type-4 (Homo sapiens), Q9UM07. recombinant PAD4, RCA probe fluorescence polarization. inhibition, % at 6.36 µM. 0.41% of 330,000 active;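 active = percent inhibition above a cutoff equal to the mean of all tested compounds plus 3 SD, cut at about 15% in these data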;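 note: 0% = PAD4 with RCA probe and DMSO and 100% = probe without PAD4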
# Target sequence (Q9UM07 whole entry, looked up): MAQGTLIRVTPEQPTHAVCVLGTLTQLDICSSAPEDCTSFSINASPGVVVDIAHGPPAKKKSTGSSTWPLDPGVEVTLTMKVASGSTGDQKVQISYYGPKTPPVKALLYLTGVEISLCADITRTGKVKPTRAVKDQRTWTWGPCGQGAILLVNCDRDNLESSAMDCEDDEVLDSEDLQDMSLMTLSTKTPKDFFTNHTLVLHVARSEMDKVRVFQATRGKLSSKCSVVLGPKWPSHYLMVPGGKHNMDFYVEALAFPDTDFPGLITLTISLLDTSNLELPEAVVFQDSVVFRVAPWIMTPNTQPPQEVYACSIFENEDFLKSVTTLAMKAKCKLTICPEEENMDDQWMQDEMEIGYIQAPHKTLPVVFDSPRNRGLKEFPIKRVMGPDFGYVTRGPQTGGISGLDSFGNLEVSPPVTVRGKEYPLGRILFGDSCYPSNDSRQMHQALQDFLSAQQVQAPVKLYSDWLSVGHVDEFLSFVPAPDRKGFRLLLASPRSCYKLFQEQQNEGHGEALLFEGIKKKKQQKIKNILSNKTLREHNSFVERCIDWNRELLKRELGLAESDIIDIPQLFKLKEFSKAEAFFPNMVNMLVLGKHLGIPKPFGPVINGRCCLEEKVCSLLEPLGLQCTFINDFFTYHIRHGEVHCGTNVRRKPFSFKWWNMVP
# PREPL inhibitor – PREPL enzyme inhibitors, primary screen, biochemical, fluorescence polarization; Prolyl endopeptidase-like (Homo sapiens), Q4J6C6; recombinant PREPL, fluorescence polarization activity-based probe; inhibition, % at 5.96 µM; 0.68% of 320,000 active; AID 2751, 2010; in the data active = inhibition above about 43%;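 note: 0% = enzyme with DMSO and 100% = wells lacking enzyme; many of its hits are not listed in these tables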
# PAFAH2 FP inh – PAFAH2 enzyme inhibitors, primary screen, biochemical, fluorescence polarization, human | inhibition, % at 3.39 µM | recombinant PAFAH2, FP-rhodamine activity probe | 0.99% of 340,000 active;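 active = inhibition above the mean over all tested compounds plus 3 SD, cut at about 30% in these data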;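 note: inhibitors block probe labeling of enzyme so polarization drops; 0% = enzyme with DMSO and 100% = wells lacking PAFAH2 protein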
# LYPLA1 counter – LYPLA1 inhibitors, primary screen, counter-screen for PME1 inhibitor project, biochemical, fluorescence polarization, FP-Rh probe ABPP | Acyl-protein thioesterase 1 (Homo sapiens), O75608 | recombinant LYPLA1 | inhibition, % at 5.9 µM | 0.16% of 320,000 active;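 active = inhibition above the mean of all tested compounds plus 3 SD, set per campaign, cut at about 14% in these data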;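 note: inhibitors block serine hydrolase probe labeling of LYPLA1 so polarization falls; 0% = enzyme with DMSO and 100% = wells lacking LYPLA1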
# GSTO1 counter – inhibitors of recombinant GSTO1, primary screen, counter-screen for RBBP9 inhibitor project, biochemical, fluorescence polarization | inhibition, % at 5.96 µM | 1.1% of 300,000 active | activity-based probe fluorescence polarization | Glutathione S-transferase omega-1 (Homo sapiens), P78417;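 active = inhibition above the campaign mean inhibition plus 3 SD, cut at about 35% in these data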;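 note: 0% = GSTO1-1 with DMSO and 100% = wells lacking GSTO1-1 enzyme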
# Target sequence (P78417 whole entry, looked up): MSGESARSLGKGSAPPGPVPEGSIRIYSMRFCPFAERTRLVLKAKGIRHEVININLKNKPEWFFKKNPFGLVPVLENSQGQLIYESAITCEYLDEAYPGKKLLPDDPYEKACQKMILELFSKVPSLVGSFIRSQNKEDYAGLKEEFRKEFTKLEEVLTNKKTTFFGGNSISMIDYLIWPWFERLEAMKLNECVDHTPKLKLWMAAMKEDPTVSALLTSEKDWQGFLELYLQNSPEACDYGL
# PAFAH1B3 inh – PAFAH1B3 enzyme inhibitors, primary screen, biochemical, fluorescence polarization, human; recombinant PAFAH1B3, FP-rhodamine probe; inhibition, % at 3.39 µM; Platelet-activating factor acetylhydrolase IB subunit alpha1 (Homo sapiens), Q15102; 0.28% of 340,000 active; AID 492972, 2010;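 active = inhibition above the screen-wide average of all tested compounds plus 3 SD, cut at about 25% in these data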;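 note: 0% = enzyme with DMSO only and 100% = wells lacking PAFAH1B3 protein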
# pPAFAH inh – pPAFAH enzyme inhibitors, primary screen, biochemical, fluorescence polarization, human; recombinant pPAFAH, FP-rhodamine probe fluorescence polarization; inhibition, % at 3.39 µM; 1.5% of 330,000 active; AID 463082, 2010;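 active = inhibition above the mean inhibition across the screen plus 3 SD, cut at about 25% in these data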;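 note: inhibitors block binding of the rhodamine activity-based probe so polarization drops; 0% = enzyme with DMSO and 100% = wells lacking pPAFAH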
# * hit, by the source's call; nt = no result given. The list is partial; the hit share may differ from the screen's.
SMILES,LYPLA2 inh,PAFAH1B2 FP inh,PAD4 FP inh,PREPL inhibitor,PAFAH2 FP inh,LYPLA1 counter,GSTO1 counter,PAFAH1B3 inh,pPAFAH inh
CCN1C[C@]2(CO)CC[C@H](OC)[C@@]34C5C[C@H]6[C@H](OC)C5[C@](O)(C[C@H]6OC)[C@@H](C(OC)C23)[C@@H]14 (some centres undefined),3.4,7.1,5.4,14.1,0.3,6.2,2.7,6.7,1.4
CCn1c(O)c(/C=N/NC(=O)c2ccncc2)c(=O)[nH]c1=S,-14.8,-24.6,4.7,-0.4,-35.3,-9.1,-5.3,-38.3,0.7
COCCCN=Cc1c(O)[nH]c(=S)[nH]c1=O,-3.3,11.7,0.4,-2.1,2.5,-2.5,6.3,12.8,1.4
N#CC1=C(N)Oc2c(c(=O)oc3ccccc23)C1c1ccccc1OC(=O)c1cccs1 (centres undefined),-3.9,-0.2,-1.4,3.2,-4.2,-4.7,-8.9,-1.7,0.3
CCN(CC)CCNCC(=O)Nc1ccc(Cl)cc1C(=O)c1ccccc1,9.8,2.9,1.7,23.0,6.4,1.3,-1.6,-4.0,5.1
O=C1N(c2cccc(Cl)c2)C(c2cccnc2)N2CCCN12 (centres undefined),6.2,3.7,0.9,4.0,7.2,3.2,-5.4,11.7,0.7
CCOP(=O)(OCC)c1cc(C)c(O)c(C(C)(C)C)c1,5.2,2.8,-0.2,4.4,2.0,2.8,-0.5,10.4,1.9
Cc1ccc2c(c1)c(=O)c1c3n2CCN(CC2CO2)C3CC1 (centres undefined),-6.2,2.0,-11.7,17.7,5.2,2.8,15.9,7.5,2.3
CCOC(=O)CC1=C(C(=O)OCC)C2(C(=O)Nc3ccccc32)C(C#N)=C(N)O1 (centres undefined),-3.7,0.4,-0.7,-1.5,-8.8,-3.6,-3.1,-5.4,4.6
COC(=O)C1=C(c2cccc(OCc3ccccc3)c2)C[C@@H]2CC[C@H]1N2C(=O)NCCOc1ccccc1,-2.2,8.2,-4.3,19.9,1.4,-3.9,nt,-5.3,2.5
CC(=O)O[C@H]1C(=O)[C@@]2(C)C([C@H](OC(=O)c3ccccc3)[C@]3(O)C[C@H](OC(=O)[C@H](O)[C@@H](NC(=O)Cc4ccccc4)c4ccccc4)C(C)=C1C3(C)C)[C@]1(OC(C)=O)CO[C@@H]1C[C@@H]2O (some centres undefined),-5.8,11.3,-1.9,25.3,6.0,-2.6,-0.7,3.1,1.0
Cc1c(Br)c(=O)oc2cc(OCC(=O)N3C[C@H]4C[C@@H](C3)c3cccc(=O)n3C4)ccc12,0.3,0.2,-3.6,-7.3,3.1,-0.6,2.0,-5.3,5.5
COc1ccc(NP(=O)(Nc2ccc(OC)cc2)Oc2ccccc2)cc1,7.1,3.0,-1.1,-13.8,-0.6,2.9,-0.9,3.1,-3.8
CN(C)c1ccc(C2C3C=CC(C3)C2(C#N)C(=O)O)c(Br)c1 (centres undefined),1.0,-0.1,4.2,7.2,-1.2,-1.3,2.4,-1.3,7.5
C#CCOC(=O)C1=CCCN(C)C1,5.7,-4.2,0.6,-3.2,-15.9,6.4,0.3,3.9,3.0
O=C(O)C1(c2ccc(Cl)cc2)CCC1,1.1,46.5*,-2.3,11.1,0.8,1.8,5.5,-2.0,4.3
Nc1ccc(Br)cc1C(=O)c1ccccc1,0.0,3.7,-1.9,0.1,-2.8,-4.4,5.0,5.4,-4.0
COc1ccc(N2CCN(C(CNC(=O)Oc3ccccc3)c3cccnc3)CC2)cc1 (centres undefined),0.6,-0.9,4.8,27.2,-4.4,-0.1,12.0,4.8,3.3
O=c1[nH]c(=S)n(-c2ccc(Cl)cc2)c(O)c1/C=N/N1CCOCC1,-0.6,1.6,-8.0,4.9,-0.9,-1.6,1.1,1.1,2.2
COc1cccc(C(=O)C2CCCN(Cc3cnn(C(C)C)c3)C2)c1 (centres undefined),3.5,4.0,5.3,-4.0,-1.5,-3.3,0.8,7.5,-1.5

# 5 entries drawn at random from the list so far:
SMILES,LYPLA2 inh,PAFAH1B2 FP inh,PAD4 FP inh,PREPL inhibitor,PAFAH2 FP inh,LYPLA1 counter,GSTO1 counter,PAFAH1B3 inh,pPAFAH inh
CC(=O)O[C@H]1C(=O)[C@@]2(C)C([C@H](OC(=O)c3ccccc3)[C@]3(O)C[C@H](OC(=O)[C@H](O)[C@@H](NC(=O)Cc4ccccc4)c4ccccc4)C(C)=C1C3(C)C)[C@]1(OC(C)=O)CO[C@@H]1C[C@@H]2O (some centres undefined),-5.8,11.3,-1.9,25.3,6.0,-2.6,-0.7,3.1,1.0
Nc1ccc(Br)cc1C(=O)c1ccccc1,0.0,3.7,-1.9,0.1,-2.8,-4.4,5.0,5.4,-4.0
COc1cccc(C(=O)C2CCCN(Cc3cnn(C(C)C)c3)C2)c1 (centres undefined),3.5,4.0,5.3,-4.0,-1.5,-3.3,0.8,7.5,-1.5
CN(C)c1ccc(C2C3C=CC(C3)C2(C#N)C(=O)O)c(Br)c1 (centres undefined),1.0,-0.1,4.2,7.2,-1.2,-1.3,2.4,-1.3,7.5
COc1ccc(NP(=O)(Nc2ccc(OC)cc2)Oc2ccccc2)cc1,7.1,3.0,-1.1,-13.8,-0.6,2.9,-0.9,3.1,-3.8

# Next part
SMILES,LYPLA2 inh,PAFAH1B2 FP inh,PAD4 FP inh,PREPL inhibitor,PAFAH2 FP inh,LYPLA1 counter,GSTO1 counter,PAFAH1B3 inh,pPAFAH inh
Cc1ccccc1CS(=O)(=O)Cc1ccc(C(=O)N2CCC3(CC2)OCCO3)o1,3.3,-2.1,4.2,7.6,4.8,2.3,0.0,9.5,8.0
O=C(CCN1CCCCC1)Nc1ccc(Br)cc1C(=O)c1ccccc1,5.3,-1.4,-1.8,16.2,2.7,0.9,1.7,-3.5,7.3
CCOC(=O)Cn1cc(C(=O)c2ccccc2F)c2ccccc21,-7.2,-1.8,1.5,0.2,1.4,-6.7,-2.6,7.8,4.0
O=C(CCC(=O)N1C[C@H]2C[C@@H](C1)c1cccc(=O)n1C2)NCc1cccc(C(F)(F)F)c1,1.6,1.0,-2.5,-2.4,6.0,3.4,-7.0,6.5,2.2
CC(C)c1ccc(NC(=O)CSc2nnc(OC(=O)N(C)C)n2C2CC2)cc1,6.0,0.4,-1.5,25.7,-3.5,3.4,2.7,6.8,13.7
O=c1cccc2n1CC1CC2CN(Cc2c(Cl)cccc2Cl)C1 (centres undefined),5.2,8.7,0.3,12.7,-1.1,0.1,6.9,4.0,6.5
COc1ccc(NC(=O)c2cn(CCC#N)nc2-c2ccc([N+](=O)[O-])cc2)cc1,0.1,-3.1,2.7,4.1,-3.5,0.0,13.9,2.0,6.3
CC1(C)C2([N+](=O)[O-])CN3CN(C2)CC1([N+](=O)[O-])C3,14.8,-1.2,5.9,-5.0,-5.4,0.9,0.4,-0.5,-4.5
C=CCC1(CN2CCCCCC2=O)C(=O)NC(=O)NC1=O,3.4,8.2,1.6,7.2,-3.8,1.1,-3.8,-3.3,1.6
COc1ccc(C)cc1NC(=O)N1CCC2(CC1)OCCO2,3.4,0.1,2.6,7.4,-0.1,2.3,5.2,-2.4,-0.9
O=C(Cc1ccccc1)N1CCN(Cc2cccc(Cl)c2)CC1,-0.9,2.6,1.7,5.5,7.9,-0.7,1.3,4.9,1.4
C[C@]12CCC(=O)C=C1C=C[C@@H]1[C@@H]2CC[C@@]2(C)[C@H]1CC[C@@]2(O)CCC(=O)O,1.1,-1.8,-1.1,-10.5,-5.5,-1.2,1.8,4.9,6.4
O=C(Nc1cccc(Br)c1)c1c(O)c2c(n(Cc3ccccc3)c1=O)CCCC2,-1.5,nt,1.3,-0.2,nt,0.6,3.8,nt,4.9
CCC(=NCc1ccco1)c1c(O)n(Cc2ccccc2)c(=O)[nH]c1=O,-4.5,3.8,-6.0,4.1,4.8,-4.2,-0.5,-1.2,4.4
COc1ccc(NS(=O)(=O)c2ccc(OCC(=O)N3CCN(C)CC3)cc2)cc1Cl,3.2,3.0,2.7,5.8,4.1,-0.3,6.0,4.3,11.8
CC(=Nc1ccccc1N)c1c(O)n(C)c(=O)n(C)c1=O,-5.8,3.4,0.6,-1.7,-2.5,-4.4,-3.3,2.8,3.7
O=Cc1cn(Cc2ccccc2[N+](=O)[O-])c2ccccc12,2.2,0.4,-2.8,-9.6,3.0,-0.9,0.5,7.9,2.0
COc1ccc(NC(=O)c2cn(CCC#N)nc2-c2ccc(OC)c(OC)c2)cc1,3.3,3.9,-2.2,0.4,-4.5,-3.0,15.8,8.3,0.0
C[C@@]1(CO)[C@H](O)CC[C@@]2(C)[C@H]1CC[C@H]1C[C@@H]3C[C@@]12CC[C@]3(O)CO,7.0,nt,-4.4,12.9,nt,2.1,7.0,nt,-1.7
CCOC(=O)c1cc2c(cn1)[nH]c1ccccc12,1.3,1.1,-1.1,-2.0,2.6,-0.5,2.4,10.9,-3.2
N#CC(C#N)=NNc1ccc(S(N)(=O)=O)cc1,3.7,1.9,0.9,31.9,8.7,1.3,12.9,32.3*,29.6*
ClC1=CCC2CN(CCN3CCCCC3)CC2C1 (centres undefined),-3.7,4.9,0.3,1.6,7.4,-2.2,-1.5,13.6,6.7
CC(C)c1cccc(C(C)C)c1O,3.1,4.9,-0.8,-6.7,3.4,0.5,0.5,6.5,3.7
CCCCCCn1c(O)c(C(C)=NC)c(=O)[nH]c1=O,2.1,-3.7,-3.0,9.6,0.6,0.2,-1.5,6.2,-0.1
Cc1c(C=O)c2ccccc2n1Cc1ccccc1F,0.4,3.1,2.6,-2.4,0.6,1.0,10.3,7.7,1.8
CCN(CC)c1ccc(/C=C2\C(=O)NC(=S)N(c3ccc(OC)cc3OC)C2=O)o1,-10.1,-0.2,4.6,-10.6,-20.3,-4.8,-6.3,-13.0,3.6
CCOC(=O)c1cc(CC)sc1/N=C/c1c(O)[nH]c(=S)[nH]c1=O,-3.3,-8.0,-3.3,-2.6,-6.4,1.7,1.3,-6.4,6.2
COC(=O)N(c1ccc(OC)cc1)P1(=S)OCCC(C)O1 (centres undefined),5.8,3.6,1.3,8.6,0.3,1.6,12.3,-0.6,2.8
O=C1NC(=O)N(CCNc2ncc(C(F)(F)F)cc2Cl)C(=O)C1Cc1ccc(Cl)cc1 (centres undefined),-7.0,29.2*,-3.5,-2.3,1.7,-4.1,-10.8,12.6,7.3
CN(C)C(=O)Oc1ccc2c(c1)O/C(=C\c1ccc(Cl)cc1)C2=O,5.9,4.8,2.4,8.4,3.7,0.5,4.3,2.4,3.2
NC12CN3CN(CN(C3)C1)C2 (tested in a mixture with another compound),0.3,1.5,-1.6,-6.6,4.9,-0.5,-1.2,-2.1,0.5
CC(Cc1ccccc1)NC(=O)CCCCC(=O)NC(C)Cc1ccccc1 (centres undefined),2.1,14.2,-6.7,6.0,3.5,0.5,7.0,1.3,6.3
CNC(=S)NC1CC2CCCC(C1)N2CC(C)C (centres undefined),-7.1,5.1,0.3,-7.2,4.0,-1.3,2.3,2.0,4.0
